Compound activity (PubChem)
DRD3 agonist – qHTS of D3 Dopamine Receptor Agonist: qHTS. actives 0.58% (n = 410,000). D(3) dopamine receptor (Homo sapiens), P35462. max activation, %. D3R DiscoveRx beta-arrestin cells, luminescence, 90 min; in the data active = max activation above about 30%; also: 0% is about no effect; mostly tested at two doses, the higher about 12 µM
Target sequence (P35462 whole entry, looked up): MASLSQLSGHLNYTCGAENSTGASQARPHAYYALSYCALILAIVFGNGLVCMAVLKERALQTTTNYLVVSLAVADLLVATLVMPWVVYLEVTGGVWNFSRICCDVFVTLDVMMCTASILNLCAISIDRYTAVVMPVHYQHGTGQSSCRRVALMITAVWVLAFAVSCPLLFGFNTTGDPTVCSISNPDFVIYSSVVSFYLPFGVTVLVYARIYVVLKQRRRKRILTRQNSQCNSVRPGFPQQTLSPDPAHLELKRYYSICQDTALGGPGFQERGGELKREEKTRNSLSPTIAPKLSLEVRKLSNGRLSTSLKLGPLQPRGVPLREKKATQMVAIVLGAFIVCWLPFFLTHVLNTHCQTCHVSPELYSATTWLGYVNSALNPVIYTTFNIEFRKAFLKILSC
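Agonist mode: compounds and dopamine controls were applied to plated cells for 90 min at 37 degrees C after an overnight attachment at 1500 cells/well. Luminescent read-out followed 30 - 60 minutes at room temperature with DiscoveRx detection reagent.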
GLP-1R agonist – qHTS of GLP-1 Receptor Agonists; Glucagon-like peptide 1 receptor (Homo sapiens), P43220; HEK293 GLP-1R CRE-luciferase, luminescence, 4-6 h; cells express a hypersensitive GLP-1R form; Potency, µM (series often up to 45.6 µM), for the others: at the top dose activation, most hits filed as activators; actives 0.007% (n = 380,000); also: potency is read from the fitted curve at half-maximal effect; % of control where 0% means no effect
Target sequence (P43220 whole entry, looked up): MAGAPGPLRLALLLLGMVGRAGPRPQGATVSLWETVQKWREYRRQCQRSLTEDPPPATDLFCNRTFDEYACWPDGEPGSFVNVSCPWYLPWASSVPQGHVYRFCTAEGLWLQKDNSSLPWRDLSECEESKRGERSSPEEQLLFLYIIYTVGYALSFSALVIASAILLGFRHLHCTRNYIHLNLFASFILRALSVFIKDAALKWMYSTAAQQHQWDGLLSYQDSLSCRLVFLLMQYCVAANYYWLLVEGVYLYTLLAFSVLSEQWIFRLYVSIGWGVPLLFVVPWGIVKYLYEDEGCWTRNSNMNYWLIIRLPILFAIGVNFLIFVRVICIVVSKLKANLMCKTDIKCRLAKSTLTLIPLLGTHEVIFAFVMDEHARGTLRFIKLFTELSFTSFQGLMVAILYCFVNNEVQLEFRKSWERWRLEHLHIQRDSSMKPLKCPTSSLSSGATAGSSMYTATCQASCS
aSyn yeast inh – qHTS of alpha-syn Inhibitors | Potency, µM (series often up to 46.1 µM), for inactives: at the top dose growth rescue (activation), usual class: activators | Yeast expressing alpha-synuclein, growth rescue, BacTiter-Glo, 24 h | actives 0.14% (n = 370,000); also: potency is read from the fitted curve at half-maximal effect; % of control where 0% means no effect; nearly all actives have a fitted effect of over 65% in size
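Galactose-induced alpha-syn yeast (OD600=0.02, raffinose-pregrown) + pinned cpd, 24 hr, 30 deg C; growth by BacTiter-Glo luminescence. Growth restoration scores as activation.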
DRD3 antagonist – qHTS of D3 Dopamine Receptor Antagonist: qHTS; D3R cells, DiscoveRx beta-arrestin luminescence, antagonist mode; hits give low values; max response, negative = inhibition, %; actives 2.5% (n = 360,000); AID 652054, 2013; in the data active = max response below about -50%; inconclusive = no clear call, values can overlap the other calls; also: % is scaled to controls: 0 for no effect and ±100 for the full control effect; mostly tested at two doses, the higher about 12 µM
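Cells plated overnight at 1500 cells/well, then exposed to library compounds with dopamine controls for 90 minutes at 37 degrees C. DiscoveRx reagent added for 30–60 minutes at room temperature; luminescence read, quantitative HTS format.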
PTHR1 ag – qHTS for PTHR1 Agonists: Primary Screen; Parathyroid hormone/parathyroid hormone-related peptide receptor (Homo sapiens), Q03431; HEK293 GP2 PTHR1 cells, GloSensor cAMP luminescence, 1 h; Potency, µM (titrated, usually from 115 µM), for the others: top-dose activation, hits mostly activators; actives 0.075% (n = 410,000); AID 743266, 2014; also: potency is read from the fitted curve at half-maximal effect; nearly all actives have a fitted effect of over 55% in size; some results filed as inactive show a strong effect at the top dose; inactives centre near -15; many of its hits are not listed in these tables
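HEK-293-derived GP2 cells expressing PTHR1 and a GloSensor cAMP reporter, 3,000/well, plated overnight, given luciferin plus IBMX (each 0.5 mM as added) for 1 h at 37 °C, then compound for 1 h at 37 °C. Luminescence was read after 15 min at room temperature.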
KB-V1 cytotox – qHTS assay for MDR1-selective chemotherapeutics: Primary screen using the drug-selected MDR subline cells KB-V1 | KB-V1 MDR cells viability, CellTiter-Glo, 72 h | Potency, µM (top dose mostly 46.1 µM), without a hit: at the highest dose activity change, negative = cytotoxicity, usual class: cytotoxic | actives 3.4% (n = 400,000) | AID 1347076, 2019; also: potency is read from the fitted curve at half-maximal effect; % is scaled to controls: 0 for no effect and ±100 for the full control effect; nearly all actives have a fitted effect of over 60% in size
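KB-V1 cells (P-gp-expressing MDR subline of KB-3-1) in phenol-red-free DMEM with 10% FBS were exposed to library compounds over a concentration series for 72 h at 37 degrees C. Viability read by CellTiter-Glo luminescence; concentration-effect curves fitted after normalization.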
GLP-1R inv ag – qHTS of GLP-1 Receptor Inverse Agonists (Inhibition Mode) | Glucagon-like peptide 1 receptor (Homo sapiens), P43220 | Potency, µM (highest dose often 38.3 µM), for the others: top-dose activity change, negative = inhibition, actives largely listed as inhibitors | HEK293 GLP-1R CRE-luciferase, luminescence, 24 h; GLP-1R form is constitutively active | actives 1.6% (n = 410,000) | AID 624417, 2012; also: potency is read from the fitted curve at half-maximal effect; % is scaled to controls: 0 for no effect and ±100 for the full control effect; nearly all actives have a fitted effect of over 55% in size
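Cells are plated, allowed 12 hours at 37 deg C, then treated with compounds for 24 hr before luciferase detection reagent is added and luminescence is read after 12 min at room temperature. The HEK293 line carries constitutively active GLP-1R with a cAMP-responsive reporter.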
TDP43 rescue – qHTS of TDP-43 Inhibitors. actives 1.8% (n = 410,000). TDP-43 expressing yeast growth rescue, BacTiter-Glo, 24 h. Potency, µM (series often up to 46.1 µM), for inactives: at the top dose growth rescue (activation), hits mostly activators. AID 652104, 2013; also: potency is read from the fitted curve at half-maximal effect; % of control where 0% means no effect; nearly all actives have a fitted effect of over 50% in size
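Galactose-induced TDP-43 yeast, OD600=0.02, compound pinned; 24 hr, 30 deg C; BacTiter-Glo luminescence for growth. Inhibitors of TDP-43 toxicity read as activators.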
HEK293 tox – qHTS of GLP-1 Receptor Inverse Agonists: Cytotox Screen | HEK293 cAMP-luciferase reporter cells, luminescence, 24 h | Potency, µM (highest dose often 38.3 µM), for the others: at the highest dose activity change, negative = inhibition, hits mostly inhibitors | actives 0.13% (n = 410,000);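 also: loss of luciferase light is scored as toxicity; potency is read from the fitted curve at half-maximal effect; % is scaled to controls: 0 for no effect and ±100 for the full control effect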
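MLSMR compounds, 24 hr on cells at 37 deg C/5% CO2; luminescence after luciferase reagent (12 min RT). Inhibition counted as the undesired cytotoxic outcome.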
* marks the source's active call; other numbers are inactive results; i = inactive; ? = inconclusive; . = no result given; & = joins results of further samples; [ ] = another dose, or the depositor's remark. Unless noted, calls follow the shape of the dose curve; as a rule, active = well fitted curve in the direction sought with a large enough effect; inconclusive = small, poorly fitted or top-dose-only effect, or another doubt; inactive = no such curve, though single readings can be large; an effect the other way counts as inactive or inconclusive. Not all compounds are listed; the hit share may differ from the screen's.

SMILES	DRD3 agonist	GLP-1R agonist	aSyn yeast inh	DRD3 antagonist	PTHR1 ag	KB-V1 cytotox	GLP-1R inv ag	TDP43 rescue	HEK293 tox
COc1ccc(/C=C/C(=O)Nc2ccccc2F)cc1S(=O)(=O)N1CCOCC1	-8	8%	-3%	-23	-79%[inhibitor]	-21%	?	-4%	-3%
COc1cc(/C=N/n2cnnc2-n2nc(C)cc2C)cc([N+](=O)[O-])c1O	-7	-1%	-10%	-7	?	1%	-14%	-3%	-25%
Cc1cc(C(F)(F)F)nc(SCC(=O)Nc2nccs2)n1	0	-1%	-2%	-1	-6%	-21%	7%	-15%	8%
COCCCNc1ccn2nc(-c3ccc(Cl)cc3)cc2n1	0	3%	-14%	35	-79%[inhibitor]	4%	-15%	11µM*	6%
COc1cc(SC)ccc1C(=O)N1CCN(S(=O)(=O)/C=C/c2ccccc2)CC1	-3	-6%	2%	-22	-58%[inhibitor]	-26%	-13%	12%	-2%
COc1ccccc1-c1ccc(NC2CCCC2)nn1	-3	-5%	-1%	9	-36%[inhibitor][57.5 µM]	1%	?	2%	-20%
CCCCSCCCNC(=O)c1cn(C)c2ccc(S(=O)(=O)N3CCCCC3)cc2c1=O	2	.	.	.	-7%	2%	6%	4%	0%
Nn1c(SCC(=O)N2CCCC2=O)nnc1-c1cccs1	4	0%	-7%	0	-4%	6%	13%	21%	6%
COc1cccc(CNS(=O)(=O)c2cc3[nH]c(=O)c(=O)[nH]c3cc2C)c1	5	.	.	.	-6%	0%	11%	20%	4%
O=C(Nc1cccc(Cl)c1Cl)c1ccc(-c2ccccc2)cc1	12	-3%	12%	22	-18%	-15%	0%	14%	1%
Cc1ccc(C)c(N2CCN(C(=O)c3ccc(NS(=O)(=O)c4c(C)noc4C)cc3)CC2)c1	1	4%	6%	6	-6%[57.5 µM]	1%	28%	9%	-9%
CCN(C(=O)COC(=O)/C=C/c1cnc2ccccc2n1)C1CCS(=O)(=O)C1 (stereo not drawn)	-7	7%	-6%	2	-18%	1%	1%[0.307 µM]	0%	-4%[0.307 µM]
O=C(Oc1cccc2c(OC(=O)N3CCOCC3)cccc12)N1CCOCC1	-2	22%	0%	19	i	-19%	-6%	6%	5%
O=C(N/N=C/c1ccoc1)c1cccc(OC(F)(F)C(F)F)c1	-6	8%	-4%	15	i	0%	-6%	1%	25%
C[C@H](CO)N1C[C@H](C)[C@@H](CN(C)S(=O)(=O)c2ccccc2)OCCCC[C@H](C)Oc2ccc(NC(=O)CCC(F)(F)F)cc2C1=O	8	-2%	2%	77	-20%	0%	0%	16%	-6%
CCOC(=O)c1c(C)[nH]c(C)c1C(=O)COc1ncnc2cc([N+](=O)[O-])ccc12	4	4%	1%	20	-12%	?	-30%	16%	-20%
CN1CCN(c2nc(Nc3ccc(O)cc3)nc3ccccc23)CC1	0	19%	-4%	-6	-6%	-7%	?	2%	?
O=[N+]([O-])c1ccc(O)c2ncccc12	-30&-76	0%&0%	-70%[inhibitor]	-68*	-13%	?	?	-83%[inhibitor]	?
CC(C)n1c(S(=O)(=O)O)nc2ccccc21	2	-2%	0%	7	-1%	0%	8%	-16%	7%
O=C(Nc1nc2ccccc2[nH]1)c1ccc(F)cc1	-24	-23%	-27%	-13	i	?	?	-24%	-30%
CCOC(=O)N/N=C/c1c(F)c(F)c(F)c(F)c1F	6	6%	0%	25	i	-4%	9%	3%	-8%
C/C(=C/C(=O)N1CCN(C)CC1)C(=O)O	-3	-13%	-5%	8	i	20%	24%	13%	2%
CC(C)(C)C(=O)Nc1cc(S(=O)(=O)Nc2ccc(Cl)cc2)ccc1Cl	-2	0%	19%	-18	-37%[inhibitor]	?	?	1%	6%
CCOC(=O)C(C(C)=O)=C1SC2CS(=O)(=O)CC2S1 (stereo not drawn)	-5	-1%	-3%	-21	28%[57.5 µM]	1%	28%	-7%	-5%
Cc1ccc(N(C(=O)c2ccccc2Cl)C2=NC(C)CS2)c(C)c1 (stereo not drawn)	0	5%	1%	-10	-12%	-19%	?	15%	4%
SMILES	DRD3 agonist	GLP-1R agonist	aSyn yeast inh	DRD3 antagonist	PTHR1 ag	KB-V1 cytotox	GLP-1R inv ag	TDP43 rescue	HEK293 tox
COc1ccc(-c2[nH]ncc2C(=O)NCc2ccccc2OC)cc1	4	.	.	.	-10%	.	10%	15%	0%
CNC(=S)SCCOc1ccccc1	6	1%	0%	-13	-8%	13%	7%	25%	9%
Cc1nc2cc(NC(=O)Nc3ccccc3Cl)ccc2n1C	-6	-1%	-7%	-10	-31%[inhibitor]	?	?	-1%	0%
O=C1c2ccccc2C(=O)C1c1ccc(O)cc1	7	27%	1%	10	-7%	3%	16%	-11%[0.397 µM]	-11%
COc1ccc(Cl)cc1NC(=O)NCc1ccccn1	-20	3%	-3%	-17	i	-13%	-26%	11%	-5%
COC(=O)C(O)(CC(=O)Nc1cc(Cl)ccc1Cl)C(F)(F)F (stereo not drawn)	2	-11%	-1%	-17	1%[57.5 µM]	20%	-24%	25%	-2%
CCOc1ccc(NC(=O)[C@@H](NC(=O)c2ccccc2Br)C(C)C)cc1	1	-5%	-6%	81	i	-4%	-8%	0%	-1%
COc1cc(CNc2ccccc2)c([N+](=O)[O-])cc1OC	1	1%	0%	10	i	?	6%	?	-15%
Cc1nc2ccccc2n1CCC(=O)Nc1cccc(F)c1	2	-6%	1%	0	i	?	0%	10%	1%
CCN(CC)CCNC(=O)Cn1c(C)cc2ccccc2c1=O	-2	-8%	0%	-22	i	3%	0%	24%	-10%
O=C(CNC(=O)c1cccc(F)c1)N/N=C/c1cccc([N+](=O)[O-])c1	-14	7%	5%	-14	i	-3%	6%	-21%	4%
COc1ccc(CC(=O)OCC(=O)NC2CCCC(C)C2C)cc1 (stereo not drawn)	-3	9%	0%	-3	-7%	-3%	-15%	-2%	-5%
Cc1noc(-c2ccccc2OC(=O)c2ccccc2)n1	6	-2%	-18%	30	i	26%	0%	?	-20%
O=C(Nc1ccc(N2CCCCC2)c(Cl)c1)c1cccnc1	1	7%	-20%	-15	7%	0%	?	3%	1%
CC(C)OCP(=O)(c1ccccc1)c1ccccc1	-2	-2%	-8%	-15	?	7%	1%	?	3%
O=C(c1ccc(CNS(=O)(=O)c2cccc(Cl)c2)cc1)N1CCCCC1	0	0%	14%	13	-55%[inhibitor]	-5%	11%	-1%	1%
CC(=O)Nc1ccc(OCC(O)CN2CCN(c3cccc(Cl)c3)CC2)cc1 (stereo not drawn)	34*	-5%	3%	-18	-12%[57.5 µM]	16µM*	-3%	9%	?
COc1ccc(C(=O)Nc2ccc(S(=O)(=O)N3CCOCC3)cc2)cc1	3	4%	5%	2	-45%[inhibitor]	2%	16%	1%	1%
COc1ccc(-c2cc(C)no2)cc1S(=O)(=O)Nc1ccccc1	-7	2%	-6%	?	i	-24%	-22%	-4%	-21%
CCCCN1CCNC[C@@H]1Cc1ccccc1	0	13%	-1%	?	-4%	0%	-4%	16%	-3%
Cc1ccc(N2CC(C(=O)Nc3cccnc3)CC2=O)cc1 (stereo not drawn)	-7	-8%	5%	-26	-4%[57.5 µM]	-10%	9%	20%	-5%
CC(=O)c1ccc(OCc2nnn(CC(=O)NS(=O)(=O)Cc3ccccc3)c2-c2ccccc2)cc1	-7	-7%	-4%	0	-5%	?	-7%	5%	-9%
Cc1ccc(S(=O)(=O)N2CCCN(C(=O)OC(C)(C)C)CC2)cc1	-5	2%	5%	-12	i	?	?	-21%	-1%
Cc1ccc(S(=O)(=O)N2CCOCC2)cc1NC(=O)CN1CCN(c2ccc(O)cc2)CC1	3	4%	-4%	8	-7%	-3%	?	18%	0%[1.53 µM]
O=C(COC(=O)c1ccc(S(=O)(=O)N2CCCC2)cc1)Nc1ccc(Cl)cc1	0	6%	-5%	5	i	45%	5%	9%	-24%
O=C(O)CCCNC(=O)CCn1nnc2ccccc2c1=O	6	-1%	-1%	18	-10%	-3%	-11%	29%	7%
Cn1/c(=N/NC(=O)c2ccccc2Br)sc2ccccc21	13	5%	2%	1	-4%	-8%	2%	-3%	3%
COCCn1cnc2c1c(=O)n(CC(=O)NCC(F)(F)F)c(=O)n2Cc1ccccc1	7	10%	1%	-25	-2%	9%	6%	-17%	3%
Cc1c(/C=C/C(=O)c2ccc(O)cc2)cnn1C	-21	-1%	0%	0	-20%	-11%	62%[activator]	-11%	?
Cc1ccc(N(Cc2cccs2)C(=O)c2ccccc2Cl)cc1	4	.	.	.	-24%	-12%	?	11%	4%

Four records drawn at random from those above, as already listed:
SMILES	DRD3 agonist	GLP-1R agonist	aSyn yeast inh	DRD3 antagonist	PTHR1 ag	KB-V1 cytotox	GLP-1R inv ag	TDP43 rescue	HEK293 tox
Cc1ccc(N(Cc2cccs2)C(=O)c2ccccc2Cl)cc1	4	.	.	.	-24%	-12%	?	11%	4%
O=C(c1ccc(CNS(=O)(=O)c2cccc(Cl)c2)cc1)N1CCCCC1	0	0%	14%	13	-55%[inhibitor]	-5%	11%	-1%	1%
CC(=O)Nc1ccc(OCC(O)CN2CCN(c3cccc(Cl)c3)CC2)cc1 (stereo not drawn)	34*	-5%	3%	-18	-12%[57.5 µM]	16µM*	-3%	9%	?
O=C(O)CCCNC(=O)CCn1nnc2ccccc2c1=O	6	-1%	-1%	18	-10%	-3%	-11%	29%	7%
